PKM2 act – activators of human pyruvate kinase M2. Potency, µM (titrated, usually from 57.5 µM), inactives show at the highest dose activation, most hits filed as activators. actives 0.34% (n = 260,000). P14618. purified PKM2, Kinase-Glo ATP luminescence, activation; response scale: 0% is enzyme alone, no compound; note: potency is the fitted concentration of half-maximal effect; % is set by controls: 0 for no effect and ±100 for the full control effect; nearly all actives have a fitted effect of over 55% in size
Target sequence (P14618 whole entry, looked up): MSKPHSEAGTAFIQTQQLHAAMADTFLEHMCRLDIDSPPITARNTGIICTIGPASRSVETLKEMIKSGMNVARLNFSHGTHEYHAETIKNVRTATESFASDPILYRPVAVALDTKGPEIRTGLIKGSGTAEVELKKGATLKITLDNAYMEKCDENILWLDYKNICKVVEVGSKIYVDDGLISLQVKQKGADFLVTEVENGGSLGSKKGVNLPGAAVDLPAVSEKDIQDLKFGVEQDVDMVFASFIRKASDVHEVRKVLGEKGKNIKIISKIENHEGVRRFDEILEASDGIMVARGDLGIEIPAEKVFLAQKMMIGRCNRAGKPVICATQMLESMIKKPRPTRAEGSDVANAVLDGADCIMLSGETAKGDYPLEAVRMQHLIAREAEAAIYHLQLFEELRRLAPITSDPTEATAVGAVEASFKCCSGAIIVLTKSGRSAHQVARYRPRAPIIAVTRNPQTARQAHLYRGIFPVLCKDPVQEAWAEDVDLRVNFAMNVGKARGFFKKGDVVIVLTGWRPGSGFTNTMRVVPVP
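ATP formation by purified human PK-M2, quantified via coupled luciferase luminescence after 1 h at room temperature with 0.1 mM ADP and 0.5 mM PEP final.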
RORgamma inh – inhibitors of mouse ROR gamma transcriptional activity; P51450; actives 5.4% (n = 310,000); Potency, µM (doses to about 53.6 µM), inactives show top-dose activity change, negative = inhibition, most hits filed as inhibitors; Drosophila S2 Gal4-RORgamma UAS-luciferase reporter, 20 h; note: potency is the fitted concentration of half-maximal effect; % is set by controls: 0 for no effect and ±100 for the full control effect; nearly all actives have a fitted effect of over 60% in size
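Using a luciferase readout, inhibitors were identified by reduced reporter activity in Drosophila cells coexpressing a copper-inducible Gal4–ROR gamma fusion and UAS-driven Photinus luciferase, incubated 20 hr after 700 uM copper sulfate.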
Menin-MLL TR inh – inhibitors of human menin-MLL interaction, mutant MLL peptide; AID 1768; O00255; Potency, µM (titrated, usually from 61.6 µM), without a hit: at the top dose FP activity change, negative = inhibition, usual class: inhibitors; actives 0.23% (n = 270,000); Menin + Texas Red MLL mutant peptide, fluorescence polarization; active = well fitted inhibition curve with a large enough effect in the polarisation, with a control signal flat, not every such curve was filed as active; inconclusive = small, poorly fitted or top-dose-only effect, or effect the other way, or a change in a side signal; inactive = no such curve, though single readings can be large or run the other way; the % refers to the polarisation; note: potency is the fitted concentration of half-maximal effect; % of control where 0% means no effect; many of its hits are not listed in these tables
p53 reactivation – re-activators of mutant p53 | actives 0.063% (n = 320,000) | H1299 p53-A138V BP100-luciferase reporter, luminescence, 24 h | Potency, µM (doses to about 92.2 µM), for the others: top-dose activity change, positive = activation, hits mostly activators; note: potency is the fitted concentration of half-maximal effect; % of control where 0% means no effect; nearly all actives have a fitted effect of over 45% in size
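p53-null H1299 cells stably carrying temperature-sensitive p53-A138V and a BP100-luciferase reporter were pinned with compounds (4-point, 1:5 series) and held 24 hrs at 37 deg C. Luminescence was read 10 min after detection reagent.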
NPC1 prom act – activates the NPC1 promoter | AID 485313 | actives 2.4% (n = 320,000) | Potency, µM (titrated, usually from 9.22 µM), inactives show at the highest dose activation, hits mostly activators | Huh7 NPC1 promoter luciferase reporter, 24 h;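 note: potency is the fitted concentration of half-maximal effect; % of control where 0% means no effect; nearly all actives have a fitted effect of over 60% in size; reporter is driven by a mutant NPC1 promoter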
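NPC1 promoter–luciferase Huh7 cells; 24 h compound; luminescence.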
Giardia killer – Giardia lamblia killing | activity change, % at 7.66 µM, hits read low | Giardia lamblia trophozoite viability | actives 0.15% (n = 340,000) | AID 540267; in the data active = activity change below about -80%; inconclusive = between about -30% and that limit;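 note: parasites exposed to compound for two days anaerobically before the ATP read; % is set by controls: 0 for no effect and ±100 for the full control effect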
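Each well holds 100 Giardia trophozoites and compound. After two days (48 hrs) at 37 deg C in anaerobic conditions, ATP is quantified by luminescence.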
Rab9 promoter act – activates the Rab9 promoter; Huh7 Rab9 promoter-luciferase reporter, luminescence, 24 h; Potency, µM (titrated, usually from 9.22 µM), inactives show at the top dose activation, negative = inhibition, usual class: activators; actives 2.8% (n = 320,000); AID 485297; note: potency is the fitted concentration of half-maximal effect; % of control where 0% means no effect; nearly all actives have a fitted effect of over 60% in size
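Promoter activation is measured as luciferase luminescence in Huh7 cells stably transfected with a Rab9 promoter–luciferase construct, following 24 h compound exposure at 37 °C and 10 min reagent incubation at ambient temperature.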
VP16 counter – counter-screen for ROR gamma inhibitors: Gal4-VP16 reporter; Drosophila S2 Gal4-VP16 UAS-luciferase, luminescence, 20 h; Potency, µM (titrated, usually from 53.6 µM), inactives show at the top dose activity, negative = inhibition, actives largely listed as inhibitors; AID 2546; actives 3.5% (n = 310,000);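 note: Gal4-VP16 expression switched on by copper sulfate through the metallothionein promoter; potency is the fitted concentration of half-maximal effect; % is set by controls: 0 for no effect and ±100 for the full control effect; nearly all actives have a fitted effect of over 50% in size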
FLuc modulator – inhibits or activates purified firefly luciferase, miR-21 counter-screen | AID 588342 | purified FLuc, Km substrates, luminescence inhibition | Potency, µM (doses to about 57.5 µM), without a hit: at the top dose activity change, negative = inhibition, actives largely listed as inhibitors | actives 6.9% (n = 360,000) | P08659;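 note: potency is the fitted concentration of half-maximal effect; plate controls were vehicle for no effect and reference inhibitor for full effect; nearly all actives have a fitted effect of over 55% in size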
Target sequence (P08659 whole entry, looked up): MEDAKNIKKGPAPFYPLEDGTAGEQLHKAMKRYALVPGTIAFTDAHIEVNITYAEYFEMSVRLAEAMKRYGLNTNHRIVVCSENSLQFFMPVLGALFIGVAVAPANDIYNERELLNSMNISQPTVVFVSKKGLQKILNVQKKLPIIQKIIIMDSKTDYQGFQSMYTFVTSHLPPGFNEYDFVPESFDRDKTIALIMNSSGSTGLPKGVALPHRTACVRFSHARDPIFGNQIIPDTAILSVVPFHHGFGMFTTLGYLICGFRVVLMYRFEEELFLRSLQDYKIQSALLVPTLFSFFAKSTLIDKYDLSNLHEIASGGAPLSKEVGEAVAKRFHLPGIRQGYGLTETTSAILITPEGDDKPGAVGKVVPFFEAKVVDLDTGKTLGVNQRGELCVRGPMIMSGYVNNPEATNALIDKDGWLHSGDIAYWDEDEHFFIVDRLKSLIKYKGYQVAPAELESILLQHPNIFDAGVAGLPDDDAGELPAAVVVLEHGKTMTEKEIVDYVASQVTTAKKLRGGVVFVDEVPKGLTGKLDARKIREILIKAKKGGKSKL
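Purified P. pyralis luciferase, 10 nM final, with Km-level 10 uM D-luciferin and 10 uM ATP in 50 mM Tris acetate pH 7.5, 10 mM Mg acetate, 0.01% Tween-20, 0.05% BSA; 6-point qHTS titration about 60 µM downward; luminescence read.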
ELG1 genotoxic – genotoxicity induction in ELG1-luciferase HEK293T cells | HEK293T ELG1-luciferase reporter, luminescence, 16 h | AID 504466 | actives 1.3% (n = 330,000) | Potency, µM (top dose mostly 46 µM), for inactives: top-dose activity change, positive = activation, usual class: activators; note: potency is the fitted concentration of half-maximal effect; % of control where 0% means no effect; nearly all actives have a fitted effect of over 60% in size
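16 hr compound incubation (37 °C, 5% CO2) of HEK293T cells carrying luciferase-tagged ELG1; luciferase then measured by ONE-Glo luminescence after 30 min at RT.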
BRCA1 expr up – increases BRCA1 expression; MCF7-BRCA1-FFLuc reporter, luminescence, 48 h; response scale: scaled: vehicle 0%, 10 µM genistein 100%; Potency, µM (doses to about 46.1 µM), for the others: at the highest dose activation, hits mostly activators; actives 1.1% (n = 380,000); note: potency is the fitted concentration of half-maximal effect; nearly all actives have a fitted effect of over 80% in size; some results filed as inactive show a strong effect at the top dose
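48 h compound treatment of MCF7-BRCA1-FFLuc cells (phenol-red free MEM, 37 °C), then 15 min with luciferase substrate and luminescence imaging.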
The depositor's hits bear a star; u = inconclusive; x = not tested or not shown; [ ] = another dose, or the depositor's remark. Unless noted, calls come from the whole dose curve; as a rule, active = well fitted curve in the direction sought with a large enough effect; inconclusive = small, poorly fitted or top-dose-only effect, or another doubt; inactive = no such curve, though single readings can be large; an effect the other way counts as inactive or inconclusive. Only part of the results is shown, so the mix of outcomes need not match the whole.

| Molecule | PKM2 act | RORgamma inh | Menin-MLL TR inh | p53 reactivation | NPC1 prom act | Giardia killer | Rab9 promoter act | VP16 counter | FLuc modulator | ELG1 genotoxic | BRCA1 expr up |
| --- | --- | --- | --- | --- | --- | --- | --- | --- | --- | --- | --- |
| O=C(CCCC(=O)N(CC(=O)NC1CCCC1)Cc1ccc(F)cc1)Nc1ccccn1 | 1% | 11% | 2% | -10% | -4% | -8 | -10% | -1% | 8% | 0% | -5% |
| CC(C)(C)C1CCC2(CC1)NC(=S)N(c1ccccc1)N2 (configuration not stated) | -1% | 10µM* | -4% | u | 1% | 0 | 6% | 16µM* | -10% | 14% | -21% |
| C=CCSc1cc(C)nc2c(-c3ccccc3)c(C)nn12 | -2% | u | x | -1% | -4% | 4 | 2% | -11% | 12µM* | 3% | -13% |
| O=[N+]([O-])c1ccc(-c2nn(-c3ccccc3)cc2/C=N/n2c(-c3cccs3)n[nH]c2=S)cc1 | 0% | -15% | x | 4% | -1% | -13 | -2% | 4% | -8% | 2% | 2% |
| C/C(=N\NC(=O)c1cccc(S(=O)(=O)Nc2cccc(Cl)c2)c1)c1cccs1 | 11% | 5µM* | 18% | 3% | -2% | 5 | 13% | 4µM* | 0% | -5% | -32% |
| COc1ccc(-c2cc(C(=O)NNC(=O)c3csc(N4CCOCC4)n3)c3ccccc3n2)cc1OC | x | x | x | -6% | 0% | 14 | 5% | x | 9.5µM* | -26% | -2% |
| CSc1nc(=O)n2cc(C)ccc2n1 | -3% | 20% | 6% | 2% | -3% | -1 | 3% | 6% | -1% | -3% | 2% |
| COC(=O)C1=C(C)N(c2cccc(C(C)=O)c2)C(=O)C1 | 24% | -29% | 1% | x | x | 8 | x | 19% | 1% | x | -16% |
| C/C(=N\NC=O)c1ccncc1 | -12% | u | -4% | -9% | 1% | -4 | 1% | -1% | -2% | 1% | 24% |
| CCOc1cc(NC(=O)c2ccco2)c(OCC)cc1NC(=O)CCC(=O)NCc1cccnc1 | -3% | 12% | 9% | -4% | 12% | 5 | -2% | -5% | 0% | 1% | 15% |
| Cn1nc(-c2ccc(Cl)cc2)c2cc(C(=O)N3CCN(C(=O)c4ccco4)CC3)sc21 | -5% | 35% | 3% | -8% | 7% | 4 | -4% | u | -11% | -6% | -47% |
| Cc1cccc(OCCNC(=O)c2ccc(Oc3ccc(C(F)(F)F)cc3[N+](=O)[O-])cc2)c1 | 0% | 21% | 7% | 4% | -3% | 3 | 0% | -14% | 1% | -4% | -1% |
| Cc1cccc(NC(=O)CSc2nnc(CCC(=O)Nc3ccc(C)c(Cl)c3)n2C)c1 | 0% | u | -23% | -3% | 3% | -14 | 0% | u | 1% | 0% | 15% |
| CCOC(=O)C(C(=O)OCC)C(CC(=O)C1CC1)c1ccccc1 (configuration not stated) | -2% | 7% | 3% | 1% | 0% | -8 | -6% | 0% | 2% | 0% | -12% |
| CCN(c1ccccc1)S(=O)(=O)c1ccc(N2CCN(c3ccccc3O)CC2)nc1 | x | x | x | 15% | 0% | 19 | -1% | x | 0% | -10% | -15% |
| COC(=O)Nc1ccc2c(c1)ncn2C1CCCCC1 | -10% | -15% | -1% | u | 16% | -5 | 0% | 9% | 17µM* | 12% | 0%[1.84 µM] |
| O=C(Nc1ccc2[nH]c(=O)[nH]c2c1)C(F)(F)F | -4% | -18% | 5% | 16% | -3% | -6 | -6% | 9% | 1% | 0% | 1% |
| COc1ccc(S(=O)(=O)N2CCCC2)cc1OC | 0% | -2% | 14% | 9% | -1% | -8 | -3% | 3% | -1% | 2% | -15% |
| Cc1cccc(NC(=O)CCNS(=O)(=O)c2cc(Br)cnc2N)c1C | x | 6% | -15% | -10% | 0% | 23 | -1% | -4% | 6% | -1%[9.26 µM] | 16% |
| C/C(=N\NC(=O)c1ccc(Cn2cc(Br)cn2)o1)c1cccc(NC(=O)C(C)C)c1 | -1% | 40% | 5% | -16% | -3% | -9 | 2% | 3% | 4% | -11% | -1% |
| CCN(CC(=O)NCc1cccs1)C(=O)c1ccc(NS(=O)(=O)c2ccc(F)cc2)cc1 | x | x | x | 1% | 2% | -2 | -1% | x | -5% | -2% | -11% |
| Cc1cc(NC(=O)c2ccc(S(=O)(=O)N(C)C)cc2)n(-c2ccccn2)n1 | -3% | -15% | 23% | -1% | -8% | -13 | -3% | 1% | -3% | 0% | -29% |
| CNC(=S)N(C1=NCC(c2ccc([N+](=O)[O-])cc2)S1)c1ccccc1 (configuration not stated) | 3% | -8% | u | u | -2% | 7 | 5% | 5% | 5% | 2% | 7% |
| O=C(Nc1ccccc1F)c1cc(Cl)sc1Cl | x | 36% | -17% | u | 1% | -3 | 14% | u | u | 9% | 3% |
| COc1ccc(S(=O)(=O)NCC2CCCN(CC(C)(C)C)C2)cc1 (configuration not stated) | -2% | 1% | -7% | -2% | -6% | u | 1% | 2% | 0% | 0% | -30% |
| CC(NC(=O)OC(C)(C)C)C(=O)N1CCCC1C(=O)NC(Cc1ccccc1)C(N)=O (configuration not stated) | -4% | -29% | -9% | -1% | -2% | -4 | -2% | -7%[0.365 µM] | -28% | -8% | 1% |
| CCN(c1ccc(OC)cc1)S(=O)(=O)c1ccc(-c2ccc(=O)[nH]n2)o1 | x | -10% | x | -4% | -3% | 30 | 0% | 1% | 2% | -3% | -23% |
| COc1ccc(Cc2nnc(N/N=C/c3ccccc3O)[nH]c2=O)cc1OC | -3% | 4µM* | 3% | u | -20% | 25 | -32%[inhibitor] | u | -10% | 2% | -95%[inhibitor] |
| O=C(O)CN1C(=O)c2cccc3c(Br)ccc1c23 | 0% | 2% | -26% | x | -2% | -3 | 1% | -5% | -4% | 3% | -12% |
| CC1CCCC(C)N1C(=O)COC(=O)Cc1ccc(F)cc1 (configuration not stated) | x | -2% | -12% | 5% | -3% | 15 | 14% | 23% | -2% | -1% | 0% |
| CN(c1ccc(C(=O)N2CCCCCC2)cc1)S(=O)(=O)c1ccc(Cl)cc1 | -3% | u | x | -15% | -5% | -5 | -9% | u | 1% | -7% | -43% |
| O=C(Nc1ccc(Cl)cc1Cl)C1=Cc2ccccc2OC1 | 1% | -39% | 10% | u | 1.4µM* | 16 | 1µM* | 9% | 1.9µM* | 2.1µM* | 10µM* |
| COc1ccc2c(c1)OC[C@H]1[C@H]2N2C(=O)c3cc(OC)ccc3NC(=O)[C@@]2(C)[C@H]1c1ccccc1 | x | x | x | -11% | -2% | -21 | -13% | x | 4% | 0% | 0% |
| CC1=CC(=C(C#N)C#N)C=C(C)N1Cc1ccc(Cl)cc1 | -9% | -8% | -17% | -3% | -7% | 1 | -1% | -1% | 0% | 7% | -40% |
| O=C(COc1ccc2c(c1)oc(=O)c1ccccc12)NC(Cc1ccc(Cl)cc1)C(=O)O (configuration not stated) | 16% | 20% | 14% | 6% | -3% | u | -5% | -3% | -11% | -1% | 0% |
| CCOc1ccc(OCCC(=O)NNC(=O)c2ccncc2)cc1 | x | x | x | 21% | 0% | 13 | 0% | x | -15% | -2% | 31% |
| O=C(O)c1ccc(NS(=O)(=O)c2ccc(C(=O)Nc3ccccc3)cc2)cc1 | 5% | 20% | x | -1% | 0% | -14 | 4% | 4% | 1% | 4% | -11% |
| O=C(NNC(=S)Nc1ccc(Br)cc1Cl)c1ccncc1 | -1% | -33% | u | 8% | 1% | -6 | 1% | 20µM* | -9% | 6% | 22% |
| Cc1ccc(/C=N/NC(=O)Cc2cccn2C)s1 | 5% | 5% | -13% | 22% | 8% | 4 | -1% | u | u | 1% | 52% |
| COC(=O)C1=CN(C)C=C(C(=O)OC)C1c1ccc(O)c(OC)c1 | -13% | 3% | -7% | 6% | 3% | 6 | 6% | 0% | -1% | -2% | -5% |
| Cc1cc(C)c(S(=O)(=O)NCCc2ccncc2)c(C)c1 | x | -14% | u | -3% | -1% | 21 | -3%[1.84 µM] | -4% | 6% | -3% | -32% |
| CC(=O)Nc1ccc(S(=O)(=O)N(C)CC(=O)OCC(=O)Nc2cc(C)on2)cc1 | x | x | x | 1% | -1% | -16 | -4% | x | 1% | -1% | 2% |
| CC(C)(C)OC(=O)N[C@H](C(=O)OC(C)(C)C)c1ccccc1 | x | x | x | -1% | -5% | 9 | -5% | x | -2% | -1% | -4% |
| Cn1cc(S(=O)(=O)N2CCc3ccccc3C2)c(=O)n(C)c1=O | 13% | -10% | 4% | -10% | -1% | -10 | -6% | 4% | -1% | -6% | 1% |
| CCCCOc1ccccc1NC(=O)c1scc2c1OCCO2 | 7% | -37% | 21% | -2% | 0% | 39[activator] | 3% | 2% | -19% | -10% | -56% |
| O=C(CNS(=O)(=O)c1c(Cl)cccc1Cl)OCc1csc(-c2ccccc2)n1 | 3% | 18% | 12% | 8% | 1% | 5 | 13% | -2% | 0% | 12% | 21% |

High-throughput results (PubChem)
